aDG glyco up – activators of alpha-DG glycosylation, primary screen, uHTS, Pro5-aDG cells, AlphaScreen; alpha-DG glycosylation AlphaScreen (IIH6); 0% Pro5, 100% B10-LARGE cell signal; activation, % at 10 µM; 0.22% of 360,000 active; AID 624168, 2012;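 active = activation of at least 8% versus controls, or a plate z-score of at least 8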;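 also: Pro5 are CHO cells carrying HIG-tagged alpha-DG that lacks glycosylation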
HIF-2a inh – HIF-2a reporter inhibitors, primary screen, luminescence, 786-0 RCC cells | 0.72% of 360,000 active | 786-0 RCC cells HIF-2a reporter, luciferase luminescence, overnight | inhibition, % at 18.8 µM | AID 624352, 2012;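 active = inhibition of the luminescence signal of 40% or more relative to plate controls, in a single-dose primary screen at 18.75 µM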
Peg3 prom inh – Peg3 promoter-driven luciferase inhibitors, primary screen, cell-based, HeLa, luciferase luminescence | 1.7% of 360,000 active | inhibition, % at 20 µM | AID 588405, 2011 | HeLa PEG-Prom luciferase reporter, overnight;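 active = inhibition of at least 50% at 20 µM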
NR2E3 ag-1 – inhibitors of NR2E3-RetCOR corepressor binding, primary screen, NR2E3 agonist project, biochemical, TR-FRET, GST-NR2E3, biotin-RetCOR; AID 2300, 2010; 0.12% of 320,000 active; Photoreceptor-specific nuclear receptor (Homo sapiens), Q9Y5X4; 1536-well; inhibition of corepressor binding, % at 4.78 µM;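 active = percent inhibition above the cutoff of mean plus 3 SD of all tested compounds, set per screening campaign, cut at about 20% in these data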;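 also: 0% = DMSO wells and 100% = biotin wells as full block of FRET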
Target sequence (Q9Y5X4 whole entry, looked up): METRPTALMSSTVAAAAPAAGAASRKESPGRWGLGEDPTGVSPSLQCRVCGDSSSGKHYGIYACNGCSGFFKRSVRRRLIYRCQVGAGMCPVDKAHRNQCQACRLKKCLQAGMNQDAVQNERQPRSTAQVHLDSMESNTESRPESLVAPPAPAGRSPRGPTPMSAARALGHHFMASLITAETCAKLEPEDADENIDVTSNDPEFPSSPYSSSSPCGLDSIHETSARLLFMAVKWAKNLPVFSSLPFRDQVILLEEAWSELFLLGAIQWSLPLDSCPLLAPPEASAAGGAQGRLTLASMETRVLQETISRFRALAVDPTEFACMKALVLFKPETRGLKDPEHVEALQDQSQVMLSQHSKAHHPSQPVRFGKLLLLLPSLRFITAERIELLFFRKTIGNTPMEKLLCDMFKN
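Material: NR2E3–RetCOR corepressor complex | Quantity: 1.35 nM GST-tagged NR2E3 final | Schedule: 5 h at 4 °C | Replication: Singlicate compound wells | Reagent: RetCOR corepressor, biotinylated, 7 nM | Controls: Biotin wells as high control, 0.6% DMSO wells as low control | Signal: TR-FRET, Eu(K)-anti-GST donor, streptavidin-D2 acceptor, ex 340, em 617/671 nm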
Shn3 3UTR inh – reduction of Shn3 3'UTR firefly luciferase signal, primary screen, Schnurri-3 inhibitor project, cell-based, Clone20 osteoblasts, set 2; Clone20 osteoblast Shn3 3'UTR firefly luciferase, 24 h; inhibition, % at 12.5 µM; 0.52% of 360,000 active;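 active = mean inhibition of at least 75% with every replicate also reaching 75%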;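 also: 0% = median of neutral control wells and 100% = pilot-screen positive control compound; some compounds past the cut are filed as inactive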
CF NFkB block – inhibitors of PAF-induced NF-kB signaling, primary screen, cell-based, GFP fluorescence, uHTS; AID 588850, 2011; 0.86% of 360,000 active; inhibition, % at 5 µM; KKLEB NF-kB-GFP reporter, GFP fluorescence overnight;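 active = at least 50% inhibition at 5 µM, scaled per plate between neutral and stimulator controls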;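 also: PAF is a Pseudomonas aeruginosa culture filtrate used as stimulus; plate controls were PAF-stimulated DMSO wells for no effect and unstimulated DMSO wells for full effect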
MITF TRPM1 inh – inhibitors of MITF-dependent TRPM1 promoter reporter, primary screen, cell-based, SK-MEL-5, single point, luciferase | SK-MEL-5 TRPM1 promoter luciferase, 24 h | inhibition, % at 12.5 µM | 0.83% of 330,000 active | AID 488899, 2010;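 active = mean inhibition across replicates of 60% or more, whatever share of single replicates reaches that level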; also: values of inactives mirror those of a sister screen read the other way
KKLEB cytotox – cytotoxicity in KKLEB CF airway cells, primary screen, cytotoxicity control for CF NF-kB inhibitor project, cell-based, uHTS, fluorescence assay plates. KKLEB CF airway cells viability, ATPlite luminescence, overnight; active compounds read low; cells stimulated with P. aeruginosa culture filtrate. activity change (cytotoxicity), % at 5 µM. 0.36% of 360,000 active. AID 602141, 2011;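 active = corrected activity change at or below -50% at 5 µM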
NR2E3 ag-2 – NR2E3 agonists in two-hybrid cells, primary screen, cell-based, luminescence, CHO-S, Gal4-NCOR/VP16-NR2E3; inhibition of corepressor binding, % at 3.98 µM; luciferase; AID 602229, 2012; 0.35% of 360,000 active; Photoreceptor-specific nuclear receptor (Homo sapiens), Q9Y5X4;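 active = inhibition above the mean of all tested compounds plus 3 SD, cut at about 70% in these data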;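 also: 0% = DMSO with NR2E3 transfected cells and 100% = cells lacking NR2E3 construct; higher means lower luciferase signal from less NR2E3 corepressor binding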
TWEAK-Fn14 inh – inhibitors of TWEAK-Fn14 signaling, primary screen, luciferase reporter cells, uHTS; TWEAK-stimulated Fn14 reporter cells, luciferase luminescence, 8 h; inhibition, % at 10 µM; 2% of 360,000 active; AID 1159606, 2016; in the data active = inhibition above about 50%
hiPSC survival – enhancers of single-cell hiPSC survival, primary screen, ATPlite luminescence; 100% = ROCK inhibitor wells, 0% = DMSO; survival enhancement, % at 20 µM; 0.044% of 360,000 active; AID 602274, 2012; in the data active = survival enhancement above about 18%;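 also: cells exposed to compounds for 16 hours before the ATP read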
* = called active by the depositor; . = not tested or not shown.

The opening 3 records as a preview:
SMILES	aDG glyco up	HIF-2a inh	Peg3 prom inh	NR2E3 ag-1	Shn3 3UTR inh	CF NFkB block	MITF TRPM1 inh	KKLEB cytotox	NR2E3 ag-2	TWEAK-Fn14 inh	hiPSC survival
Cc1ccc(CN2CCSCC2)cc1	0.1	6	-5	5	-8	6	-3	3	-2	1	-0.7
NNC(=O)Cn1c(SCc2ccccc2)nc2ccccc21	-0.4	16	1	1	7	-11	37	1	-3	-15	0.9
COc1ccc(Nc2ccc([N+](=O)[O-])cc2[N+](=O)[O-])cc1	0.8	4	17	-1	-7	-14	12	7	8	9	0.4

The whole of this part, from the start:
SMILES	aDG glyco up	HIF-2a inh	Peg3 prom inh	NR2E3 ag-1	Shn3 3UTR inh	CF NFkB block	MITF TRPM1 inh	KKLEB cytotox	NR2E3 ag-2	TWEAK-Fn14 inh	hiPSC survival
Cc1ccc(CN2CCSCC2)cc1	0.1	6	-5	5	-8	6	-3	3	-2	1	-0.7
NNC(=O)Cn1c(SCc2ccccc2)nc2ccccc21	-0.4	16	1	1	7	-11	37	1	-3	-15	0.9
COc1ccc(Nc2ccc([N+](=O)[O-])cc2[N+](=O)[O-])cc1	0.8	4	17	-1	-7	-14	12	7	8	9	0.4
Cc1noc(/C=C/c2ccco2)c1S(=O)(=O)N1CCC(C(=O)NCc2ccco2)CC1	0.1	10	12	-1	-9	17	23	-23	11	-6	2.2
CC(=O)NCCC(=O)Nc1ccc(C(N)=O)cc1	-0.2	2	16	5	6	-17	7	4	-44	-10	-0.6
COc1ccc(NC(=O)CSc2nnc(Cc3ccc(C)cc3)c(=O)n2N)cc1OC	-0.2	-3	-15	-4	0	-3	5	-8	-4	3	-0.4
CCOC(=O)Cn1c(=O)c2c(nc3n2CCCCN3c2ccc(C)cc2)n(C)c1=O	0.1	13	17	3	27	-8	5	6	-12	18	0.9
CCOC(=O)C1=C(N)N2C(=O)C(C)SC2=C(C(=O)OC)C1c1ccccc1OC (centres undefined)	0.2	3	1	2	-15	-4	8	6	-24	3	2.4
Cc1c(C(=O)C(=O)N2CCCc3ccccc32)c2ccccc2n1C	-0.3	17	39	0	-5	-1	-8	-8	-12	13	-1.2
C=CCNC(=S)NC(CC(=O)OC)c1ccc2c(c1)OCO2 (centres undefined)	0.1	10	4	-2	-1	4	-9	-1	-7	6	-0.1
COc1ccccc1-c1cc(C(=O)NCCc2ccccc2)no1	0.4	-337	-239	5	-83	2	-55	-10	-387	4	-0.2
COc1ccc2oc(C)c(C(N)=O)c2c1	0.0	4	12	3	10	19	-4	5	16	1	4.4
COc1ccc(NC(=O)c2ccc3c(c2)CCN3S(=O)(=O)c2ccccc2)c(OC)c1	-0.1	-3	26	1	22	-9	-2	-18	4	-4	-0.6
O=C(Nc1ccccc1N1CCOCC1)c1cccc2c(Br)cccc12	-0.1	-6	-6	2	-2	12	-8	-11	1	-28	-0.6
COc1ccc(C(=S)Nc2ccc(N(C)C)cc2)cc1	-0.1	-208	-262	-1	-52	0	-63	0	-116	24	-2.5
CCCCCC(=O)N1CC2(CC(c3cccc(NC(=O)CC(c4ccccc4)c4ccccc4)c3)=NO2)C[C@@H]1C(N)=O (some centres undefined)	0.7	0	47	2	14	42	21	-19	-9	20	-1.5
COc1ccc(C(=S)N2CCN(c3cccc(Cl)c3)CC2)cc1	-0.1	-32	0	1	-5	-1	1	17	38	-22	0.1
CCn1c(C)c(C)c2cc(C(=O)NCCCN3CCCCC3C)ccc21 (centres undefined)	-0.1	3	-16	1	-1	-1	-25	9	11	-5	0.5
Cc1ccc(NS(=O)(=O)c2cc(C(=O)Nc3cccnc3)ccc2C)cc1	-0.3	18	8	.	6	-18	-9	0	-19	3	1.0
O=C(O)C1CC1C(=O)Nc1nc2c(Cl)cccc2s1 (centres undefined)	0.0	0	-3	4	-2	7	-8	-8	-20	1	-0.2
C=CCn1c(SCc2ccc(C(=O)NCCO)cc2)nc2ccccc2c1=O	0.1	1	7	2	7	13	-3	-6	13	-23	-0.1
CCCN1C(=O)/C(=C/c2ccc(C)o2)SC1=Nc1ccc(OC)cc1	-0.3	2	13	2	-6	21	-6	-25	13	0	-0.6
CO/N=C/c1c(-c2ccc(Cl)cc2)nc2cc(C)ccn12	-0.3	-132	-59	2	-7	-11	-35	-1	-60	4	-0.1
COCCOC(=O)/C(C#N)=C/c1cn(Cc2ccccc2)nc1-c1cccnc1	0.1	2	-21	-2	13	-12	-9	17	-24	-18	0.8
O=C(NC(=S)Nc1cccnc1)c1cccc(Br)c1	-0.1	-118	-107	7	-22	8	-27	-8	-9	-17	-0.6
O=C(O)C1CCCCC1C(=O)Nc1ccc2c(c1)OCCO2 (centres undefined)	0.0	-13	-3	4	-22	9	3	1	63	83*	0.0
CCOC(=O)C1(Cc2ccc(OC)cc2)CCN(C(=O)CN2CCCCC2=O)CC1	-0.4	-32	-29	4	-12	-18	-9	-5	-21	-12	0.4
Cc1cc(NC(=O)CSCC(=O)Nc2nc3ccccc3[nH]2)no1	0.7	-20	-22	-7	-9	-6	2	29	-25	-1	-0.6
COC(=O)c1ccc(-c2nc(CN3CCN(Cc4cccc(C)c4)CC3)c(C)o2)cc1	0.0	-8	-10	2	-5	-9	-5	2	0	-8	1.3
CCOC(=O)C1=C(CN2CCN(c3ccc(F)cc3)CC2)NC(=O)NC1c1cccs1 (centres undefined)	1.0	26	28	8	22	2	16	-1	2	28	-4.2
CCOC(=O)C1(CC)NC(c2ccc(OC)cc2OC)C2C(=O)N(C)C(=O)C21 (centres undefined)	-0.1	17	22	-1	2	-4	13	0	-15	-2	1.2
CCC1Oc2ccc(C)cc2N(CC(=O)NCCCN2CCCC2)C1=O (centres undefined)	0.1	11	5	2	8	-10	6	-10	-8	1	-0.6
COc1cc(C(=O)N/N=C2\CCS(=O)(=O)c3ccc(F)cc32)cc(OC)c1OC	-0.1	2	7	-1	-10	12	1	3	1	-3	-1.3
CCOC(=O)C1=C(C)NC2=C(C(=O)CC(C)(C)C2)C1c1ccsc1 (centres undefined)	0.1	14	11	3	13	-1	4	-6	-11	12	1.2
Nc1ccn([C@@H]2O[C@H](C(=O)N[C@H](CO)Cc3ccccc3)[C@@H](O)[C@H]2O)c(=O)n1	0.0	10	1	.	6	-12	.	-7	19	12	0.6
CC(NC(=O)CSc1nc(C2CC2)n(-c2ccccc2)n1)c1ccco1 (centres undefined)	0.2	-7	-5	2	-13	3	7	-1	13	15	-0.2
COc1cccc(-c2cc(C(F)(F)F)n3ncc(S(=O)(=O)c4ccccc4)c3n2)c1	2.1	14	8	-2	-20	-2	14	-1	-7	-10	-2.7
Cc1ccc(-c2cc(C(=O)N/N=C/c3ccco3)n[nH]2)s1	0.0	-65	-55	-2	11	-19	-19	10	-14	-4	-0.5
O=C(CN1CCN(CC(=O)c2ccccc2)CC1)c1ccccc1	0.3	2	10	.	-3	4	2	9	18	11	-3.1
Cc1cc(C)nc(NS(=O)(=O)c2ccc(NC(=S)NC(=O)c3cccnc3)cc2)n1	0.2	7	13	-1	-8	-10	7	7	-35	-11	2.2
Cc1cccc(-n2c(SCC(=O)N3CCC(C(=O)O)CC3)nc3ccccc3c2=O)c1C	-0.1	14	10	3	-13	-11	9	4	5	16	-0.3
O=C(COC(=O)c1ccccc1)Nc1ccc2[nH]c(=O)[nH]c2c1	0.2	13	-4	2	-17	-33	3	5	-4	7	0.4
CN(CC(=O)NCCc1ccc(S(N)(=O)=O)cc1)Cc1c(F)cccc1Cl	0.0	7	2	-1	-1	-19	.	6	-26	1	-0.1
COc1ccc(/C=C2\SC(N3CCCCC3)=NC2=O)cc1	0.0	-188	-139	0	-35	-9	-19	3	-77	-20	-0.7
Cc1ccc(OCC(=O)Nc2ccc3c(c2)C(=O)NC3=O)cc1	1.1	-24	-17	4	1	-22	-19	11	11	-10	-0.5
S=c1[nH]nc(-c2cccnc2)n1-c1ccccc1	-0.2	1	1	1	-5	-1	-5	8	11	16	1.2
CC(=O)c1ccc(NC(=O)COC(=O)Cc2ccsc2)cc1	0.4	2	-12	.	-19	-10	-12	-4	21	-4	-0.4
CCOc1ccc(N2CC(C(=O)N3CCCc4ccccc43)CC2=O)cc1 (centres undefined)	0.0	-11	20	3	0	-9	-1	-12	-26	23	-0.5
CCn1c(C(=O)N2CCC(Cc3ccccc3)CC2)cc2sccc21	0.1	-37	-3	1	-5	23	-1	7	-14	-14	-2.1
CC(C)(C)C(=O)N1CCN(c2ccc([N+](=O)[O-])c(-n3nc(-c4ccccc4)c4ccccc4c3=O)c2)CC1	-0.6	7	8	-3	7	-22	16	17	-24	10	0.6
CCn1c(C)[n+](CC(O)COCC2CC=CCC2)c2ccccc21 (centres undefined)	-0.3	-5	5	5	-13	18	19	-4	-3	2	3.1
COc1ccc(Nc2nc(N)nc(CSC(=S)N3CCCCC3C)n2)cc1 (centres undefined)	-0.2	-42	-19	-4	-10	24	-25	-21	-12	-9	-0.6
COc1ccccc1C(=O)N(CN1CCCC1=O)c1cccc(Cl)c1	-0.2	16	7	-3	0	-4	11	6	-14	12	0.6
O=C(c1[nH]ncc1-c1ccccc1)C1CO1 (centres undefined)	0.1	11	2	3	-14	-6	12	-2	-16	7	-0.8
O=C(CSc1n[nH]c(-c2cc(Cl)ccc2Cl)n1)NCCN1C(=O)CSC1=O	0.1	5	-1	-3	6	-6	-4	6	-11	-3	0.2
CC(NC(=O)COC(=O)/C=C/c1ccc(Cl)cc1)c1ccccc1 (centres undefined)	0.3	12	16	-2	0	2	0	0	-23	8	-0.6
N#CCSc1ncnc2c1cnn2CCO	0.3	6	-4	3	-16	9	5	-6	12	16	7.9
COc1ccc(CCNC(=O)CC2Nc3ccccc3NC2=O)cc1 (centres undefined)	-0.1	-28	-10	1	-3	-8	12	-13	-10	5	3.1
CCC1(C)Cc2c(sc3c2c(=O)n(C)c2nnc(SCCc4ccccc4)n32)CO1 (centres undefined)	-0.1	11	15	1	5	3	3	-8	-8	11	-0.9
